# Screening results (PubChem BioAssay)
# m5-HT2A agonist: mouse HTR2A agonism via beta-arrestin recruitment; P35363; 360,000 compounds, 0.66% hits; AID 624169; CHO-K1 mHTR2A beta-arrestin complementation, luminescence; percent of 30 µM serotonin response; activation, % at 7.6 µM;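 active = activation above a run cutoff, the mean activation of all tested compounds plus 3 SD, cut at about 14% in these data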;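 also: 0% = plate median of compound wells and 100% = 30 µM serotonin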
# Target sequence (P35363 whole entry, looked up): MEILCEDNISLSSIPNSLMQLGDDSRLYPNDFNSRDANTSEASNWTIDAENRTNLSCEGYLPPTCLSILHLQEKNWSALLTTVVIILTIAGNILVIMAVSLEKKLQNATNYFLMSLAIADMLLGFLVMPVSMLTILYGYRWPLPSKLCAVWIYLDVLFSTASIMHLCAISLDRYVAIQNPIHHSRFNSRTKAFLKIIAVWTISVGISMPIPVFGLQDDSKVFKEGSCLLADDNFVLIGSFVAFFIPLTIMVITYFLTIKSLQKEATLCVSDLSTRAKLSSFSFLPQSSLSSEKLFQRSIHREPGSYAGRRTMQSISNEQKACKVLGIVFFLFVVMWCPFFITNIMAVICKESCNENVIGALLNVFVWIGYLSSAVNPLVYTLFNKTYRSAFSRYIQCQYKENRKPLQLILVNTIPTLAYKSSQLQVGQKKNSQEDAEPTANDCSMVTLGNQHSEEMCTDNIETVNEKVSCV
# Glyco luc inh: N-linked glycosylation inhibition. reporter increase, % at 12.5 µM. D54 ERlucT glycosylation luciferase reporter, 24 h; percent of 100 nM tunicamycin response. AID 588692. 360,000 compounds, 0.23% hits;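 active = mean luciferase reporter signal, scaled so untreated is 0 and the glycosylation-blocking control 100, at or above a set limit in every replicate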;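 also: luciferase carries N-glycosylation sites so blocking glycosylation raises the light; 0% = median of neutral control wells and 100% = median of 100 nM tunicamycin wells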
# MC4R antagonist: blocks human MC4R cAMP signaling; P32245; 360,000 compounds, 0.48% hits; AID 540295; inhibition, % at 6.5 µM; MC4R-expressing cells, MTII-stimulated cAMP, LANCE TR-FRET;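 active = inhibition above its plate's cutoff, the mean of tested wells on that plate plus 3 SD, cut at about 29% in these data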;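 also: 0% = Melanotan II alone and 100% = Melanotan II plus saturating MCL0020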
# Target sequence (P32245 whole entry, looked up): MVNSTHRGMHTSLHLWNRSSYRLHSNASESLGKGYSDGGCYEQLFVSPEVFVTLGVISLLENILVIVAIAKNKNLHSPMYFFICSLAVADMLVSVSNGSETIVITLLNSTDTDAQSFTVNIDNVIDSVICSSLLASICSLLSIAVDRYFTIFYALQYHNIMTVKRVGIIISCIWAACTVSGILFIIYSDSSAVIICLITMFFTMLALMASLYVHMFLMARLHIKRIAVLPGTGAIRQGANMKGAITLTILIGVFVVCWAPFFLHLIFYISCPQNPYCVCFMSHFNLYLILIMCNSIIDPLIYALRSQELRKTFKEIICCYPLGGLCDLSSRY
#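 System – human MC4R-expressing U2OS cells · Also added – Melanotan II · Dosing – one concentration, 6.5 µM nominal · Timing – 30-min compound, 1-h challenge, 1-h detection, room temperature · Measured by – Eu-cAMP/anti-cAMP TR-FRET, emission 671 nm · Replicates – singlicate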
# NOD2 RIPK2 PPI: NOD2-RIPK2 protein interaction inhibition; 360,000 compounds, 0.38% hits; O43353; CHO BLA complementation NOD2-RIPK2, CCF4 ratio; inhibition, % at 4.98 µM; in the data active = inhibition above about 21%;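 also: 0% = vehicle only and 100% = reference blocker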
# Cardio protect: modulators protecting cardiomyocytes from myocardial damage. H9c2 cardiomyocytes, H2O2 injury protection, ATPLite, 2 h. protection from H2O2 cell death, % at 20 µM. 360,000 compounds, 0.63% hits;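 active = compounds giving at least 50% protection of heart cells from peroxide-induced death in the single-dose screen, raw or plate-pattern-corrected value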;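 also: 0% = DMSO wells with peroxide and 100% = DMSO wells without peroxide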
# ABCB6 inh 2: human ABCB6 transporter inhibition; 360,000 compounds, 0.19% hits; K562-ABCB6 porphyrin accumulation, flow cytometry, 1 h; stronger effect = lower value; Q9NP58; fluorescence ratio to DMSO, % at 10 µM; AID 602162;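 active = fluorescence ratio to DMSO below 75%, the collection mean minus 3 SD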;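 also: signal is porphyrin accumulated inside mitochondria; 100% equals median channel fluorescence of DMSO control wells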
# TLR9-MyD88 block: TLR9-MyD88 interaction inhibition | Q9NR96+Q99836 | 340,000 compounds, 0.21% hits | CHO BLA complementation TLR9-MyD88, CCF4 FRET ratio | inhibition, % at 4.98 µM | AID 504734;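 active = inhibition above the mean over all tested compounds plus 3 SD, cut at about 21% in these data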;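 also: 0% = DMSO only wells and 100% = clavulanate BLA inhibitor control wells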
# MC4R barr agon: activates human MC4R beta-arrestin recruitment | P32245 | U2OS MC4R beta-arrestin complementation, luminescence; percent of melanotan II response, DMSO zero | activation, % at 8.9 µM | 360,000 compounds, 0.98% hits;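 active = activation above a per-plate cutoff, the mean activation of sample wells on that plate plus 3 SD, cut at about 8% in these data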
# SRC2 inh: human SRC2 (NCOA2) inhibition. inhibition, % at 9 µM. 370,000 compounds, 0.17% hits. HEK293 GAL4-SRC2 luciferase reporter, luminescence;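 active = inhibition above the mean inhibition of all tested compounds plus 3 SD, set per campaign, cut at about 52% in these data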;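 also: 0% = DMSO treated cells and 100% = cells given Gossypol at 36 µM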
# ABHD5 PLIN5 PPI: ABHD5-PLIN5 protein interaction inhibition. Q00G26+Q8WTS1. Split G. princeps luciferase complementation, luminescence, 4 h. inhibition, % at 4 µM. 360,000 compounds, 0.78% hits;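 active = inhibition above the mean inhibition across every tested compound plus 3 SD, cut at about 22% in these data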;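 also: 0% = DMSO only wells and the 100% control is not disclosed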
# * marks the source's active call; other numbers are inactive results; · = no result given.
SMILES,m5-HT2A agonist,Glyco luc inh,MC4R antagonist,NOD2 RIPK2 PPI,Cardio protect,ABCB6 inh 2,TLR9-MyD88 block,MC4R barr agon,SRC2 inh,ABHD5 PLIN5 PPI
CC(=O)Oc1ccc(NC(=O)C2CCCCC2)c(C(=O)O)c1,-0.1,0.7,6.7,-12.3,6.4,99.0,13.8,-1.6,-12.9,0.9
COc1ccc2c(c1)c(N=NC(N)=S)c(O)n2CC(=O)c1ccccc1,-5.3,-2.0,-0.7,11.1,5.3,103.0,12.0,12.2*,2.4,-7.8
CCCCn1c(N)c(Sc2ccccc2)c(=O)[nH]c1=O,-6.5,-0.4,-0.6,-3.2,1.5,98.0,-0.8,-1.4,-8.4,-0.2
Cc1ccc(NC(=O)CN(C)C(=O)CN2C(=O)NC(C)(c3ccccc3)C2=O)cc1 (configuration not stated),3.1,0.2,3.0,-4.7,0.0,99.0,-0.4,0.7,-12.7,-1.8
CCOC(=O)c1cccc(NC(=O)c2ccc(NC(=O)C3CCCO3)cc2)c1 (configuration not stated),1.7,-1.0,20.4,-9.3,7.2,101.0,-11.5,-0.2,-21.9,0.7
CC(C)C[C@@H](CN)NC(=O)c1nc[nH]c1C(=O)N[C@@H](C)C(=O)CNC[C@H](CC(C)C)NC(=O)c1nc[nH]c1C(=O)N[C@@H](CC(=O)O)C(=O)O,-3.0,2.0,16.0,-18.0,5.3,101.0,-3.1,-0.7,19.7,3.9
CN(C)c1nc(-c2ccccc2)ncc1S(=O)(=O)c1ccccc1,-10.0,0.3,-4.6,-12.0,-5.1,96.0,-12.3,-3.9,5.6,-5.7
CCOC(=O)c1ccccc1NC(=O)Cn1cnc2c1c(=O)n(C)c(=O)n2C,4.7,-1.0,-0.8,-12.6,26.5,110.0,3.1,1.1,-0.9,3.1
COc1ccc(CCNC(=O)c2ccccc2Cl)cc1OC,1.0,-0.3,6.9,-2.6,2.0,97.0,-17.6,0.0,-28.5,-7.8
CCOCCCNc1nc(C)nc2c1nnn2Cc1c(F)cccc1Cl,-1.0,-1.8,23.7,-11.3,3.0,94.0,3.9,1.6,-1.3,-1.1
Cc1cccc(NC(=S)NNC(=O)c2csc3c2CCCC3)c1,3.7,-1.0,4.4,-23.4,-14.6,99.0,-10.7,-0.7,-52.6,-9.4
O=C(CCC(=O)N1CCCCC1)Nc1ccc(Cl)c(Cl)c1,-0.7,0.3,0.2,2.3,0.2,102.0,7.7,-2.0,-0.2,4.3
COc1ccc(C2=Nn3c(nnc3C(F)(F)F)SC2)cc1,3.5,13.2,-1.3,1.5,1.0,100.0,-2.0,-0.1,-17.0,4.0
COC(=O)C(C)(C)ONC(=O)Nc1ccc(C)cc1,1.9,0.5,-0.2,-2.6,2.9,88.0,-10.5,-0.7,-23.4,-0.4
Cc1ccc(Nc2n[nH]c(=S)s2)cc1F,2.0,1.0,9.5,-2.8,0.1,103.0,-4.5,-1.7,-43.8,-18.0
COc1ccc(O)c(CN2CCN(C/C=C/c3ccccc3)CC2)c1,-5.0,-1.1,-3.4,3.0,-3.3,99.0,2.6,0.2,-6.8,-6.0
CN1c2ccccc2-c2nc3ccccc3n2C1c1ccncc1 (configuration not stated),-3.9,0.6,-1.6,-2.8,5.4,95.0,3.8,-1.4,-11.4,7.5
Cc1ccc(C)n1-c1ccc(C(=O)NN=C2CCCC2)cc1,-1.4,1.3,-2.4,0.2,3.3,90.0,2.4,-2.9,-1.8,1.3
O=C(OCc1c(-c2ccccc2)ncc2ccccc12)c1ccco1,0.6,-3.9,1.7,-10.8,-8.7,96.0,3.8,-1.5,-15.1,-8.3
Cc1ccc(C(=O)NCC(=O)OCC(=O)c2c(N)n(C)c(=O)n(C)c2=O)cc1C,-3.0,2.6,-4.2,-9.3,0.6,107.0,-1.3,-2.6,-10.9,-3.4

# 3 of the entries above in order of the Glyco luc inh value, highest first:
smiles	Glyco luc inh
CC(C)C[C@@H](CN)NC(=O)c1nc[nH]c1C(=O)N[C@@H](C)C(=O)CNC[C@H](CC(C)C)NC(=O)c1nc[nH]c1C(=O)N[C@@H](CC(=O)O)C(=O)O	2.0
CN1c2ccccc2-c2nc3ccccc3n2C1c1ccncc1 (configuration not stated)	0.6
COc1ccc2c(c1)c(N=NC(N)=S)c(O)n2CC(=O)c1ccccc1	-2.0

# More structures follow.
SMILES,m5-HT2A agonist,Glyco luc inh,MC4R antagonist,NOD2 RIPK2 PPI,Cardio protect,ABCB6 inh 2,TLR9-MyD88 block,MC4R barr agon,SRC2 inh,ABHD5 PLIN5 PPI
O=C(O)c1cc(NN=C2CCN(Cc3ccccc3)CC2)ccc1Cl,-0.5,0.6,16.9,-6.8,-3.3,94.0,5.5,-1.1,-80.3,1.0
CSCCC(NS(=O)(=O)c1ccc(Cl)cc1)C(=O)OCC(=O)NC1CC1 (configuration not stated),2.3,3.1,11.4,2.5,1.7,93.0,-8.3,-0.7,-45.9,0.1
Cc1nc(NCCc2ccccc2)c2nnn(Cc3ccccc3Cl)c2n1,0.6,0.6,7.8,-4.1,-8.4,100.0,-4.2,-0.5,-29.0,5.3
CCCC(=O)N1CCN(Cc2nc3cc([N+](=O)[O-])ccc3n2C)CC1,14.1,-2.1,0.7,3.8,12.6,96.0,2.9,1.0,-14.6,6.0
CCOc1ccc2nc(S(=O)(=O)NC(=O)C3(C)CCN3C(=O)c3c(C)noc3C)sc2c1 (configuration not stated),2.7,0.2,18.5,-4.1,5.8,97.0,·,1.5,11.8,-5.3
CCC(C)N1C(=O)CCC1C(=O)NCCc1ccc(Cl)cc1 (configuration not stated),2.7,2.1,17.1,-7.8,-2.4,96.0,-10.2,-1.4,-6.2,4.1
CCc1cccc(NC(=O)C2CCCN2S(=O)(=O)c2cccc3cccnc23)c1 (configuration not stated),0.4,-2.1,-11.1,-1.8,-0.3,98.0,3.5,-1.3,-0.4,7.0
COc1ccccc1Cc1c(-c2ccc(C#N)cc2)nc2ccc(C)cn12,-6.5,·,·,5.3,·,119.0,·,·,-75.8,2.9
COc1ccc(-n2c(CNC(=O)c3ccc(S(=O)(=O)N4CCCC4)cc3)n[nH]c2=S)cc1,-0.1,1.8,-1.1,-1.6,-0.8,106.0,-1.1,-2.4,-19.3,-4.2
CC(C)c1cccc(-c2csc(C(O)c3cccc(Cl)c3)n2)c1 (configuration not stated),-1.1,-2.6,4.2,0.5,-13.4,100.0,·,-1.4,22.8,-14.3
O=C(NCc1cccnc1)c1cnc2n(c1=O)CCS2,3.9,4.6,5.5,3.8,5.9,99.0,3.7,-0.1,-20.9,-4.4
CCOC(=O)c1c(C)c(C(=O)NCc2ccc(OC)cc2)c(C)n1C,1.6,0.8,5.4,-10.4,2.4,107.0,-7.0,-1.3,8.6,6.5
O=C(CSCc1c(F)cccc1Cl)NCCSCc1ccco1,2.4,-0.8,-1.2,-5.7,-2.0,93.0,-7.3,2.2,-20.2,6.0
O=C(COc1ccc(S(=O)(=O)N2CCCCC2)cc1)NCc1ccncc1,3.8,-1.7,7.8,-6.8,0.6,93.0,-4.7,-0.8,4.0,7.3
CCOC(=O)C1=C(c2ccccc2)NC(=O)NC1c1ccc(OC)cc1OC (configuration not stated),-6.8,-0.6,16.7,6.6,-1.5,101.0,-9.6,-1.6,3.0,-9.6
O=C(N/N=C/c1ccccc1[N+](=O)[O-])c1ccc2c(c1)OCCO2,-0.8,-16.4,-4.6,-3.8,-29.7,97.0,5.4,-0.7,-62.5,-1.3
COc1ccccc1C(=O)COC(=O)Cn1[nH]c(=O)c2ccccc2c1=O,-2.0,1.5,-0.4,-2.1,52.6*,101.0,1.8,-0.8,-1.7,-7.9
CCOC(=O)CC1C(=O)NCCN1C(=O)Nc1ccccc1 (configuration not stated),-2.7,0.4,5.7,-2.9,4.8,89.0,-8.0,-1.0,-5.3,-5.7
CCn1c(=O)c(CCC(=O)NCC2CCCO2)c(C)c2c(C)nn(-c3ccccc3)c21 (configuration not stated),-8.2,-3.9,8.9,3.9,3.8,98.0,-9.6,0.4,15.6,-5.7
O=C(O)Cn1ccc2cc(S(=O)(=O)N3CCCCC3)ccc21,5.2,-0.8,4.5,-5.5,0.1,94.0,-2.8,1.3,5.6,13.4
O=C(c1ccccc1)c1coc2ccc(O)c(Cl)c12,3.0,-3.7,1.3,0.1,-3.6,95.0,0.5,-0.3,-18.9,1.9
CC1(C(=O)NS(=O)(=O)c2ccccc2)CCN1C(=O)Cc1ccccc1 (configuration not stated),6.3,1.5,4.0,4.5,4.7,98.0,·,-1.2,-18.9,7.3
O=C(CSc1nnc(-c2cccnc2)s1)Nc1ccnc2ccccc12,4.2,-3.5,-9.8,4.0,-12.7,90.0,1.9,-2.1,40.6,0.7
COc1cccc(CNC(=O)C2CC(=O)N(C3CCCCC3)C2)c1 (configuration not stated),-6.6,2.2,11.3,-2.3,-1.5,93.0,-9.8,0.6,-19.5,-3.1
CCOc1ccccc1C1C(C(=O)Nc2ccc(OC)cc2)=C(C)Nc2nc(CCCO)nn21 (configuration not stated),7.0,-0.3,15.9,-8.3,-16.1,102.0,9.7,0.9,-24.1,-5.8
Cc1nc(C)c(C(=O)OCC(=O)NCCc2ccc(F)cc2)s1,-2.5,1.8,3.2,-7.1,5.8,95.0,2.4,-1.2,4.2,-6.9
CCSc1nnc(N2C(=O)C(O)=C(C(=O)c3ccco3)C2c2cccc(OC)c2)s1 (configuration not stated),-3.7,0.6,1.7,-2.5,0.5,102.0,8.2,-2.5,-11.8,-8.0
O=C(CN1C(=O)c2cccc3cccc1c23)Nc1cccnc1,3.2,0.6,4.3,9.2,18.5,93.0,-2.4,1.5,21.2,4.0
Cc1ccc(-c2noc(C3CCCCC3)n2)cc1,-1.8,1.1,-2.8,1.9,-16.2,99.0,-8.3,-0.2,-36.0,0.3
O=C1c2cc(Br)ccc2OC2C=CC=CC12 (configuration not stated),5.0,2.1,-2.4,3.0,-5.3,107.0,-1.4,3.8,0.3,-11.0

# Entries of single compounds from above. Order of values: m5-HT2A agonist	Glyco luc inh	MC4R antagonist	NOD2 RIPK2 PPI	Cardio protect	ABCB6 inh 2	TLR9-MyD88 block	MC4R barr agon	SRC2 inh	ABHD5 PLIN5 PPI
# `CC(C)C[C@@H](CN)NC(=O)c1nc[nH]c1C(=O)N[C@@H](C)C(=O)CNC[C@H](CC(C)C)NC(=O)c1nc[nH]c1C(=O)N[C@@H](CC(=O)O)C(=O)O` as listed: -3.0	2.0	16.0	-18.0	5.3	101.0	-3.1	-0.7	19.7	3.9
# `Cc1ccc(C(=O)NCC(=O)OCC(=O)c2c(N)n(C)c(=O)n(C)c2=O)cc1C` as listed: -3.0	2.6	-4.2	-9.3	0.6	107.0	-1.3	-2.6	-10.9	-3.4
# `CC(=O)Oc1ccc(NC(=O)C2CCCCC2)c(C(=O)O)c1` as listed: -0.1	0.7	6.7	-12.3	6.4	99.0	13.8	-1.6	-12.9	0.9
# `O=C(N/N=C/c1ccccc1[N+](=O)[O-])c1ccc2c(c1)OCCO2` as listed: -0.8	-16.4	-4.6	-3.8	-29.7	97.0	5.4	-0.7	-62.5	-1.3

# Only part of the results is shown, so the mix of outcomes need not match the whole.
